# Bioassay records from PubChem BioAssay.
# TDP1 cell noCPT: qHTS for Inhibitors of human tyrosyl-DNA phosphodiesterase 1 (TDP1): qHTS in cells in absence of CPT; hit rate 15% among 420,000; DT40 Tdp1-/- hTDP1 cells, no CPT, ATP luminescence, 48 h; Potency, µM (highest dose often 46.2 µM), without a hit: at the highest dose activity change, negative = growth inhibition, actives largely listed as inhibitors; AID 686978, 2013; active = well fitted inhibition curve with a large enough effect; inconclusive = small, poorly fitted or top-dose-only effect; also: nearly all actives have a fitted effect of over 55% in size
#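 A cellular qHTS used chicken DT40 cells lacking endogenous Tdp1 but carrying stably transfected human TDP1. Compounds were applied without camptothecin, and cell growth kinetics were judged by ATP-dependent luminescence after ≥48 hr.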
# * = called active by the depositor; ? = inconclusive. % is scaled to controls: 0 for no effect and ±100 for the full control effect; potency is read from the fitted curve at half-maximal effect. This is a subset; rates above refer to the full screens.
# Start of the data: the first 14 records as a preview:
SMILES,TDP1 cell noCPT
CCCNC(=O)c1cc(C2CCCCN2S(=O)(=O)c2cccc3cccnc23)on1 (centres undefined),-21%
NC(=O)C1(N2CCCCC2)CCN(C(=O)CSc2nc3ccccc3o2)CC1,-20%
CCCCN(CC)C(=O)C1CCC(=O)N(c2ccc(OC)cc2)C1c1ccc(OC)c(OC)c1 (centres undefined),-20%
Nc1cccc(N=[N+]([O-])c2cccc(N)c2)c1,-15%
CCOc1ccc(NC(=O)CN2C(=O)NC(C)(c3ccc4c(c3)OCCCO4)C2=O)cc1OCC (centres undefined),-15%
COC(=O)[C@]12CCCCC=C1N(Cc1ccco1)C(=O)[C@H](CC(=O)N1CCOCC1)C2,-11%
CC(C)(C)c1cc2nc(NCc3cccc(Cl)c3)ccn2n1,16µM*
COC(=O)c1nn(C)c(=O)[nH]c1=O,1%
O=CNc1ccc2c3c(cccc13)-c1ccccc1-2,?
CCOC(=O)[C@]12CCC=C1N(Cc1ccco1)C(=O)[C@H](CC(=O)NCCC(C)C)C2,-27%
CCOC(=O)C(C#N)=C1CCC=C(C)C1,-13%
O=[N+]([O-])c1ccc(NN=Cc2cc(Br)ccc2O)nc1,1.3µM*
CSc1ncccc1C(=O)N1CCc2nnc(C(NC(=O)c3ccoc3)C(C)C)n2CC1 (centres undefined),-1%
CCC(=O)N1CCC1(C)C(=O)Nc1cccc2cccnc12 (centres undefined),-16%

# Results, repeating the preview:
SMILES,TDP1 cell noCPT
CCCNC(=O)c1cc(C2CCCCN2S(=O)(=O)c2cccc3cccnc23)on1 (centres undefined),-21%
NC(=O)C1(N2CCCCC2)CCN(C(=O)CSc2nc3ccccc3o2)CC1,-20%
CCCCN(CC)C(=O)C1CCC(=O)N(c2ccc(OC)cc2)C1c1ccc(OC)c(OC)c1 (centres undefined),-20%
Nc1cccc(N=[N+]([O-])c2cccc(N)c2)c1,-15%
CCOc1ccc(NC(=O)CN2C(=O)NC(C)(c3ccc4c(c3)OCCCO4)C2=O)cc1OCC (centres undefined),-15%
COC(=O)[C@]12CCCCC=C1N(Cc1ccco1)C(=O)[C@H](CC(=O)N1CCOCC1)C2,-11%
CC(C)(C)c1cc2nc(NCc3cccc(Cl)c3)ccn2n1,16µM*
COC(=O)c1nn(C)c(=O)[nH]c1=O,1%
O=CNc1ccc2c3c(cccc13)-c1ccccc1-2,?
CCOC(=O)[C@]12CCC=C1N(Cc1ccco1)C(=O)[C@H](CC(=O)NCCC(C)C)C2,-27%
CCOC(=O)C(C#N)=C1CCC=C(C)C1,-13%
O=[N+]([O-])c1ccc(NN=Cc2cc(Br)ccc2O)nc1,1.3µM*
CSc1ncccc1C(=O)N1CCc2nnc(C(NC(=O)c3ccoc3)C(C)C)n2CC1 (centres undefined),-1%
CCC(=O)N1CCC1(C)C(=O)Nc1cccc2cccnc12 (centres undefined),-16%
Cc1ccc(-c2nc3c(Cl)cc(C(F)(F)F)cn3c2Cc2ccsc2)cc1,?
Nc1nc(N)c2cc(Sc3cccc(C(F)(F)F)c3)ccc2n1,1.3µM*
CCOC(=O)C1(C)CCCN(C(=O)c2c(F)ccc(C)c2F)C1 (centres undefined),-8%
Cc1csc(-c2nc3ccccc3n2C(C)c2nc3ccccc3[nH]2)c1 (centres undefined),?
CC(C)Cn1cc(-c2cncc3nccn23)cn1,-11%
Cc1cnc(C(=O)NCc2c(C)ncc3c2CCN(C(=O)/C=C/c2cccs2)C3)cn1,-18%
COc1cc(NC(=O)c2ccccc2[N+](=O)[O-])ccc1NC(=O)c1cc2ccccc2o1,8.2µM*
CCCCCCCCN1C(=O)[C@H](CC(=O)NCc2cccc(C(F)(F)F)c2)C[C@@]2(C(=O)OCC)CCC=C12,13µM*
Cc1cccc(C2c3c(n(C)c(=O)n(C)c3=O)N=C3c4ccccc4C(=O)C32)c1 (centres undefined),-57%
Cc1ccc(NC(=O)CSc2nnc(-c3ccccc3)n2C)cc1,-20%
CC1(C(=O)NS(=O)(=O)c2ccc(F)cc2F)CCN1C(=O)CCc1ccccc1 (centres undefined),0%
CC(=O)N1CC2(CC(c3ccc(Cl)cc3Cl)=NO2)CN1c1cccc(Cl)c1 (centres undefined),?
COc1ccc(CN2CC[C@H]3C=CC[C@@H](C(=O)Nc4nccs4)[C@H]3C2=O)cc1OC,-6%
CCCCn1nnnc1C1(C)CCC(=O)N1Cc1ccc(F)cc1 (centres undefined),-4%
C=C1[C@H](C)CN[C@H]1CCO,6%
O=C1OC(c2ccc3ccccc3c2O)(c2ccc3ccccc3c2O)c2ccccc21,5.2µM*
CCOC(=O)CNC(=O)N1CCCC(Cc2ccccc2)(C(=O)OCC)C1 (centres undefined),?
CN(C)CCN1CCN(C2CN(Cc3cn(Cc4ccccc4C(F)(F)F)nn3)S(=O)(=O)C2)CC1 (centres undefined),0%
Cn1nc(C(C)(C)C)cc1C(=O)N1CCCC(c2cc(C(=O)NCc3ccccc3)no2)C1 (centres undefined),15µM*
O=C(CO)c1c[nH]c2ccccc12,6%
COc1ccc(C(=O)C(=O)N2CCN(c3ccccc3F)CC2)cc1,?
O=C(NC(Sc1ccc(Cl)cc1)C(=O)O)c1ccccc1 (centres undefined),?
CCC(C)NC(=O)c1ccc(N2CC3CC(C2)c2cccc(=O)n2C3)c(NC(=O)c2c(F)cccc2F)c1 (centres undefined),?
CC[C@H](C)[C@H]1CNC(=O)C(=O)N1CC1CCN(CCCc2ccc(OC)c(OC)c2)CC1,-5%
CC(C)(C)C(=O)OCOC(=O)C1N2C(=O)CC2S(=O)(=O)C1(C)C (centres undefined),-2%
C1CC1C(=NN=C(C1CC1)C1CC1)C1CC1,?
CCc1nc2c(OCCn3cccc3)cccn2c1N(C)C(=O)c1ccc(C)cc1,-26%
O=c1[nH]nc(-c2n[nH]c(=O)o2)o1,?
CSc1cc(SC)ncn1,6%
OCC1OC(n2ccc3c2ncn2ncnc32)C(O)C1O (centres undefined),0.46µM*
O=C(Nc1c(Br)cc2c(c1Br)Cc1ccccc1-2)C(Cl)Cl,7%
C=CCC1CCCCC1=C(C#N)c1ccccc1 (centres undefined),-3%
NC(=O)c1ncn([C@@H]2O[C@H](CNC(=O)[C@@H](N)Cc3cccnc3)[C@@H](O)[C@H]2O)n1,0%
Cc1cc(C(=O)Nc2cccc(-c3nc(CNC(=O)c4cnccn4)c(C)o3)c2)c(C)o1,?
O=C(O)C1C(c2ccccc2)c2ccccc2C(O)C1CO (centres undefined),?
Fc1cccc(Cc2c(-c3ccco3)nc3ccc(Br)cn23)c1,16µM*
COc1cccc(SCc2noc(C(=O)NCCC(C)C)c2C(=O)NCCC(C)C)c1,15µM*
COc1ccc(C(=O)C(C)C(C)=O)c(OCc2ccccc2)c1OC (centres undefined),?
CCc1nc2ccc(C(=O)NCCc3ccccn3)cn2c1N(CC)Cc1cccc(Br)c1,9.2µM*
O=C1NC(C2CC3C=CC2C3)Nc2ccccc21 (centres undefined),?
C/C=C/c1cccc(-c2nc(C(=O)N3CCOCC3)cc3c2[C@H](CCO)N(C(=O)NC(C)C)C3)c1,-19%
CN(C)C(=O)C[C@@H]1CC[C@@H](NC(=O)C2CCC2)[C@@H](CO)O1,0%
CC(=O)Nc1ccc2c(c1)Cc1c-2cc(Cl)c(NC(C)=O)c1Cl,-11%
CCOc1ccc(CCN2C(=O)C(=O)N([C@@H](Cc3ccc(O)cc3)CN3CCC[C@H]3CN3C(=O)C(=O)NC[C@@H]3CC(C)C)C[C@@H]2Cc2ccccc2)cc1,-19%
Cc1ccc(C(=O)O)cc1NCc1cccnc1,-19%
COc1ccc(S(=O)(=O)N2CCOC2CNC(=O)C(=O)NCc2ccccn2)cc1 (centres undefined),-4%
# Continuation.
SMILES,TDP1 cell noCPT
COc1cc(OCc2ccccc2)c(CC(=O)O)c([N+](=O)[O-])c1,-7%
CCc1nc2ccc(C(=O)Nc3cccc(NS(C)(=O)=O)c3)cn2c1N(C=O)CCC(C)C,?
COc1cccc(Nc2nc(C(N)CCc3ccccc3)cs2)n1 (centres undefined),?
O=C(c1ccc2c(c1)OCO2)N(Cc1cc2cc3c(cc2nc1N1CCOCC1)CCC3)CC1CCCO1 (centres undefined),-2%
Cn1nc(-c2ccccc2F)c2cc(C(=O)N3CCN(C(=O)c4ccco4)CC3)sc21,?
CC12CCC(O)CC1=CCC1C2CCC2(C)C(c3ccn[nH]3)CCC12 (centres undefined),?
C[C@@H](O)[C@H]1C(=O)N2C(C(=O)O)=C([C@H]3CCCO3)S[C@H]12,4%
Cc1cccnc1C(NC(=O)C1CCN(Cc2cn(C)c3ccccc23)CC1)c1ccc(Cl)cc1 (centres undefined),4.6µM*
OC[C@H]1O[C@@H](c2nc(-c3ccccc3Br)no2)[C@H](O)[C@@H](O)[C@H]1O,2%
CCOC(=O)CCCN(c1[nH]c(C)c(C)c1C#N)S(=O)(=O)c1ccc(C)cc1,?
O=C(NCCOc1ccc(F)cc1)C1CCC(=O)N(Cc2ccc(Cl)cc2)C1 (centres undefined),?
Cc1cc(C(=O)N2CCCC(CO)(Cc3ccc(F)cc3F)C2)nn1C (centres undefined),?
CCOC(=O)C1=CCN(S(=O)(=O)c2ccc(Cl)cc2)C1c1cccc(C)c1 (centres undefined),?
CN(Cc1ccccc1)C(=O)c1ccc(NC(=O)Cc2ccc(NC(=O)C3CCCN(C(=O)c4ccccc4)C3)cc2)cc1 (centres undefined),?
O=C(Nc1cc(S(=O)(=O)N2CCOCC2)ccc1OCC(F)(F)F)C1CCCC1,-5%
COc1ccc(OC)c(NC(=O)C(C)OC(=O)c2cc3ccccc3[nH]2)c1 (centres undefined),?
ON=C1CCCC2CCCCC12 (centres undefined),-1%
Cc1oc(-c2ccccc2NC(=O)c2ccsc2)nc1CN(C)Cc1ccc2c(c1)CCCN2C,?
CC1(Oc2ccc(Cl)cc2)CCN(Cc2ccc(OC(F)(F)F)cc2)C1 (centres undefined),-11%
O=C(Nc1ccc(F)c(Cl)c1)c1cc(C2CCCCN2C(=O)c2ccccc2)on1 (centres undefined),6.5µM*
Cc1cn([C@H]2C[C@H](O)[C@@H](CNC(=O)c3ccccn3)O2)c(=O)[nH]c1=O,-4%
CN(CCc1ccccc1)C(=O)c1cccc(NC(=O)Cc2cccc(NC(=O)C3CCN(C(=O)C4CCC4)CC3)c2)c1,15µM*
COc1ccc(S(=O)(=O)N2CCC(C(=O)NN3CCCCC3)CC2)cc1,-3%
CCc1nc2ccc(C(=O)NCCCN3CCCC3=O)cn2c1N(CCC(C)C)CCN(C)C,-5%
COc1ccccc1-c1cnc(C(O)c2cccc(CN3CCCCC3)c2)[nH]1 (centres undefined),-12%
Cc1ccc(N(Cc2ccccc2)C(=O)CSC(C)C(=O)Nc2cc(C)on2)cc1 (centres undefined),?
COc1ccc(C(=O)N2CCCCC2c2cc(C(=O)Nc3ccc(F)c(Cl)c3)no2)cc1 (centres undefined),23µM*
COc1ccccc1N(CC(=O)Nc1c(C)n(C)n(-c2ccccc2)c1=O)S(=O)(=O)c1ccccc1,-3%
Nc1nc(N)c2cc([N+](=O)[O-])ccc2n1,?
CCCCN1C(=O)C(CC(=O)NCCc2ccccn2)CC(C(=O)N(CC)CC)=C1C (centres undefined),-19%
COc1ccc2nc(N3C(=O)C(O)=C(C(=O)c4ccco4)C3c3ccco3)sc2c1 (centres undefined),-11%
COc1ccc(C(=O)C(=O)N2CCC(Cc3ccccc3)CC2)cc1OC,21µM*
O=C1C=CC(=O)N1Cc1ccccn1,-31%
CN(CCCn1cnc2c(OCc3ccccc3)ncnc21)CCc1ccccn1,-22%
CN(C)c1cccc2ccccc12,-21%
c1ccc(CCn2cccc2)nc1,-6%
C[C@H](CO)N1C[C@H](C)[C@H](CN(C)C(=O)Nc2ccc(C(F)(F)F)cc2)Oc2ncc(Br)cc2C1=O,?
CCOc1cc(OCC)cc(C(=O)N2CCC[C@H]2C(=O)N2CCC[C@H]2C(=O)N(C)Cc2ccccc2)c1,0.16µM*
O=C1NC(=O)C(=Cc2ccc(Cl)cc2Cl)S1,?
CCCS(=O)(=O)NC(=O)C1(C)CCN(C(=O)c2ccc3ccccc3n2)C1 (centres undefined),-13%
COc1ccc(/C=C/c2nc3sc4c(c3c(=O)o2)CCC4)cc1,-12%
CCCCOC(=O)c1ccc(NC(=O)COC(=O)CN2C(=O)NC3(CCCC3)C2=O)cc1,7%
O=C(Nc1ccc(Cc2ccc(NC(=O)Nc3cccnc3)cc2)cc1)Nc1cccnc1,-13%
COCC1CCN(C(=O)c2cc(COc3ccc(OC)cc3Cl)on2)C1 (centres undefined),?
OCC1OC(n2ccc3c(SCc4ccccc4)ncnc32)C(O)C1O (centres undefined),?
O=C1OC(c2ccccc2)(c2ccc(O)cc2)c2ccccc21 (centres undefined),?
O=C(C[n+]1ccncc1)c1cccc([N+](=O)[O-])c1,-18%
COC(C[C@@H]1O[C@H]1C(=O)[C@@H](C)OCc1ccccc1)OC,-70%
Cc1cc2c(cc1C)-n1nnnc1C(N(C)Cc1ccccc1)C(=O)N2 (centres undefined),15µM*
O=C1NC(c2ccccc2)Cc2ccncc21 (centres undefined),-29%
Cc1cc(C)c(S(=O)(=O)Nc2ccc(C(=O)O)cc2)cc1S(=O)(=O)Nc1ccc(C(=O)O)cc1,-13%
O=C(O)c1cccc(NC(=O)c2ccccc2NC(=O)c2cccs2)c1,-1%
CN1CCCN(c2cc(-c3ccc4ccccc4c3)nc3ccnn23)CC1,21µM*
CCCCNC(=O)C1c2ccccc2OCC(=O)N1Cc1ccccn1 (centres undefined),-22%
